Screening data deposited in PubChem BioAssay by several laboratories.
S1P4 antag: S1P4 receptor antagonists, primary screen, cell-based; Sphingosine 1-phosphate receptor 4 (Homo sapiens), O95977; S1P4-expressing cells, antagonist mode, reporter read-out; inhibition, % at 4.98 µM; 220,000 tested, 0.26% active; in the data active means inhibition above about 29%;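 further: 0% = wells stimulated with agonist and 100% = vehicle wells without agonist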
TRPML3 agonist: human TRPML3 channel agonists, primary screen, cell-based, HEK293 TRPML3-YFP, Fluo-8 calcium fluorescence, 3 µM; 100% = the carbachol control signal; Mucolipin-3 (Homo sapiens), Q8TDD5; 220,000 tested, 0.29% active; activation, % at 3 µM;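 active means activation above its plate's cutoff, the mean activation of the plate's test wells plus 3 SD, cut at about 12% in these data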;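 further: 0% = DMSO only wells and 100% = carbachol wells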
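Material: TRPML3-YFP stable HEK293 cells | Dosing: One concentration, 3 µM nominal, 0.3% DMSO | Timing: 125 s total fluorescence read per well | Technique: Fluo-8 calcium dye fluorescence, ex 470-495, em 515-575 nm | Measure: Percent activation from peak-to-basal fluorescence ratio, scaled between DMSO and carbachol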
Ba/F3 V617F tox: reduced viability of JAK2V617F-dependent Ba/F3 cells, primary screen, JAK2V617F inhibitor project, cell-based, Ba/F3 EpoR-JAK2V617F, luminescence. inhibition, % at 5.6 µM. 220,000 tested, 1.1% active. ATP luminescence;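 active means inhibition above the campaign mean plus 3 SD over all tested compounds, cut at about 24% in these data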;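 further: cytokine-independent growth of Ba/F3 cells driven by EpoR plus mutant JAK2; 0% = DMSO-treated cells and 100% = JAK inhibitor I control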
BaF3 tox: parental Ba/F3 cell viability inhibition, counter-screen for JAK2V617F inhibitor project, murine pro-B, CellTiter-Glo luminescence; CellTiter-Glo ATP luminescence; inhibition, % at 5.6 µM; 220,000 tested, 1.1% active; AID 1486, 2009;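 active means inhibition above a per-campaign cutoff, the mean inhibition of all tested compounds plus 3 SD, cut at about 27% in these data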;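 further: 0% = DMSO wells and 100% = JAK Inhibitor I control wells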
S1P4 ag: S1P4 receptor agonists, primary screen, cell-based | activation, % at 4.98 µM | 220,000 tested, 0.35% active | AID 1509, 2009 | S1P4-expressing cell line, agonist reporter assay; in the data active means activation above about 11%;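 further: 0% = DMSO vehicle and 100% = reference agonist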
PERK inhibitor: block of dimerizer-induced PERK translation repression, primary screen, PERK inhibitor project, CHO PERK-DD cells, SEAP luminescence, HTS; Eukaryotic translation initiation factor 2-alpha kinase 3 (Homo sapiens), Q9NZJ5; CHO PERK-DD fusion, SEAP luminescence translation reporter; inhibition, % at 5.6 µM; 220,000 tested, 0.17% active; AID 1416, 2008;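 active means inhibition above the mean inhibition of all tested compounds plus 3 SD, set separately per screening campaign, cut at about 2.9% in these data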;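 further: PERK kinase domain activated by AP20187 dimerizer at 100 nM; 0% = DMSO with dimerizer and 100% = rapamycin at 8.4 µM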
Target sequence (Q9NZJ5 whole entry, looked up, the tested form may be a part): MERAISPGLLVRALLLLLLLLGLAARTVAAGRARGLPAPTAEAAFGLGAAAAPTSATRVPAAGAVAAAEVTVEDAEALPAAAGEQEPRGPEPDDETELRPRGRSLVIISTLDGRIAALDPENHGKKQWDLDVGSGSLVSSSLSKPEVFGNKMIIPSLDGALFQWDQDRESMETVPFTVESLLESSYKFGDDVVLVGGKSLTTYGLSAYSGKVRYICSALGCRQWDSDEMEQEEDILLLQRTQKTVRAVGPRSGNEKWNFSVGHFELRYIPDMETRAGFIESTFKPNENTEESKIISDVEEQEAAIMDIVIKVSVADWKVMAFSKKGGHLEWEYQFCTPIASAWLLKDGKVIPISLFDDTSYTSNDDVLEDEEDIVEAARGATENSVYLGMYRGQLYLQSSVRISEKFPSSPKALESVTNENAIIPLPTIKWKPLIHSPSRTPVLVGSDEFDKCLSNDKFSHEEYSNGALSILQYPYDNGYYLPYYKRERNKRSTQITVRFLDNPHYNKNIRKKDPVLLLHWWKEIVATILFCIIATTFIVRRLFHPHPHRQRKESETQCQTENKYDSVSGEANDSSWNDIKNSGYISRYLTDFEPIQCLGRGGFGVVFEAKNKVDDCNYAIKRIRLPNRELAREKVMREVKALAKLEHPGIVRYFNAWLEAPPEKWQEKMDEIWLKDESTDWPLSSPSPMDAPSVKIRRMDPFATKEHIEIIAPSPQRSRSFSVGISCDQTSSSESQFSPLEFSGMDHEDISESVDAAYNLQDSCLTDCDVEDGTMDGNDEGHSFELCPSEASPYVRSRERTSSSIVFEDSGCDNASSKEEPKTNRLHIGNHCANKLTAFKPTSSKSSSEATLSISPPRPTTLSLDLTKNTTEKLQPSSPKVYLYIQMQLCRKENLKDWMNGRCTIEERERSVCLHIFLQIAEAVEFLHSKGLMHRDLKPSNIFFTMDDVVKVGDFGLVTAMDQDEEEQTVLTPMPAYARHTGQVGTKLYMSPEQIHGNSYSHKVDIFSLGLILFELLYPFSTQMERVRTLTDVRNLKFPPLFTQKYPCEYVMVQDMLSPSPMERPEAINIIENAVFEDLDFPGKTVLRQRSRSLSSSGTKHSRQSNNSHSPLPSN
zfTRPN1 agonist: zebrafish TRPN1 channel agonists, primary screen, cell-based, HEK293, calcium fluorescence; transient receptor potential cation channel N1 (TRPN1/NompC), Danio rerio; HEK293 zebrafish TRPN1-YFP, Fluo-8 calcium fluorescence; 100% = response to 87 µM carbachol; activation, % at 3 µM; 220,000 tested, 0.18% active; AID 1424, 2008;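 active means activation above its plate's cutoff, the mean activation of test wells on that plate plus 3 SD, cut at about 19% in these data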;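 further: 0% = DMSO alone and 100% = 87 µM carbachol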
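System: zebrafish TRPN1-YFP in HEK293 cells / Dosing: 3 µM single point / Timing: dye loading 1 h at 37 °C, then 30 min room temperature / Signal: Fluo-8 calcium fluorescence, excitation 470-495 nm, emission 515-575 nm / Read-out basis: percent activation from peak over basal fluorescence ratio, control-normalized / Control set: high carbachol 87 µM, low DMSO alone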
m-calpain inh: inhibitors of pig calpain II, primary screen, biochemical, fluorogenic peptide substrate, 1536-well; 220,000 tested, 0.37% active; purified calpain II, 30 min; inhibition, % at 16 µM;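 active means inhibition above about 50%, limit read from the data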
EP2 modulator: EP2 receptor modulators, cAMP readout, primary screen, cell-based, HTRF cAMP, PGE2 stimulation; Prostaglandin E2 receptor EP2 subtype (Homo sapiens), P43116; EP2-expressing cells, cAMP HTRF FRET, PGE2 co-stimulation; induction, % at 25 µM; 260,000 tested, 0.83% active;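 active means compounds whose cAMP rise, as percent of the full-agonist control response, exceeds 60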;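 further: rat C6 glioma line stably carrying human EP2 under a CMV promoter; the protocol text gives 20 µM as final concentration; 100% = response of wells given 1 µM PGE2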
* = called active by the depositor; & = joins results of further samples.

compound | S1P4 antag | TRPML3 agonist | Ba/F3 V617F tox | BaF3 tox | S1P4 ag | PERK inhibitor | zfTRPN1 agonist | m-calpain inh | EP2 modulator
Cn1c(=O)c(=O)n(C)c2cc(S(=O)(=O)N3CCCCCC3)ccc21 | 5 | 1.1 | -4 | -2 | 2.8 | 1.2 | -0.5 | -7 | -12
CC(=O)NNC(=O)c1ccncc1 | -33 | 0.8 | 0 | 2 | 3.0 | 0.6 | 1.0 | 18 | 19
COc1ccc2nc(N3C(=O)CC(Cc4ccc(C)cc4)C3=O)sc2c1 (configuration not stated) | 0 | 0.0 | 0 | 1 | -1.8 | 0.1 | -1.7 | -2 | -75
COc1ccc2c(c1)c(C(=O)N/N=C/c1ccc(Cl)cc1)c(C)n2C | -6 | 1.4 | 4 | 4 | 2.2 | -2.2 | 3.6 | -10 | -27
Cc1ccc(Cn2ccc(NC(=O)c3cc(C)on3)n2)cc1 | -5 | 0.4 | 0 | 7 | -1.5 | -0.4 | 1.5 | 20 | -11
Cc1ccc(C)c2c1cc(C)c1nnc(SCC(=O)Nc3cccc(C(=O)O)c3)n12 | -1 | 0.6 | -3 | -2 | -1.7 | 1.1 | 1.4 | -14 | 5
CCOc1ccc(C(=O)NCC(c2cccs2)N(C)C)cc1 (configuration not stated) | 9 | 0.9 | -2 | 3 | 15* | 0.0 | 0.9 | -1 | 30
CCCCOCCCNS(=O)(=O)Cc1ccccc1 | 0 | 0.3 | 0 | 0 | 1.3 | 0.9 | -0.5 | 30 | 3
Cc1c(C(=O)NCCSCc2ccc(F)cc2)cnn1-c1ccc(Cl)cc1 | -5 | -1.0 | 3 | -5 | 2.6 | -0.2 | -2.5 | 18 | -36
CC(C)C1N=C2c3ccccc3N=C(SCC(=O)c3ccc(O)c(O)c3)N2C1=O (configuration not stated) | -6 | -0.1 | -2 | 3 | -3.0 | 0.0 | 1.1 | -177 | -24
CCN(CC)S(=O)(=O)c1cccc(C(=O)N2CC(O)CC2C(=O)OC)c1 (configuration not stated) | -13 | 1.1 | -4 | 15 | -0.1 | 0.8 | -0.1 | -20 | 15
COCCNC(=O)C(c1ccccc1)N(CCOC)C(=O)Cn1nnc2ccccc21 (configuration not stated) | -2 | -1.4 | -4 | 0 | -0.3 | 0.7 | -2.2 | 24 | 15
Fc1ccc(-c2cnc3n2CCCCC3)cc1 | -12 | 0.4 | 7 | 10 | 1.7 | 0.2 | 1.8 | -6 | -14
CCN(CC)CCOC(=O)c1ccc(NC(=O)CCNC(=O)Cn2ccc3ccccc3c2=O)cc1 | -9 | 0.4 | -4 | 3 | 0.7 | 0.3 | -1.5 | 20 | -4
COc1ccc(O)c(CNc2ccccc2F)c1 | 1 | -0.6 | 0 | 0 | -1.0 | 0.0 | -1.5 | -11 | 42
c1ccc(-c2ccc3nnnn3n2)cc1 | 1 | 0.6 | 1 | -1 | 0.2 | 1.9 | 0.6 | -17 | -13
O=C1CC(SCc2nc3ccccc3[nH]2)C(=O)N1c1ccc(F)cc1 (configuration not stated) | -2 | -0.5 | 7 | 7 | -2.5 | -0.8 | -0.1 | 12 | 0
COc1ccc(C)cc1NC(=O)CSc1nnc(-c2ccco2)n1N | -2 | 0.1 | -1 | -2 | -1.1 | -0.1 | -0.3 | -9 | -12
c1ccc(OCCSc2nc3ccccc3o2)cc1 | -4 | 0.0 | -4 | -1 | 3.4 | 0.1 | 1.5 | 10 | 31
CC(=O)OC(C)(C)C#CCN1CCCC1 | -19 | 1.0 | 1 | 6 | 1.7 | -0.2 | -0.7 | 10 | 9
Cn1c(-c2ccc(F)cc2)cnc1SCC(=O)NNC(=O)Cc1ccccc1 | 3 | 0.4 | 0 | 2 | 1.5 | -0.5 | -0.4 | 13 | 27
C#CCOc1ccc(C2C3=C(COC3=O)Nc3cc4c(cc32)OCO4)cc1OC (configuration not stated) | 38* | 0.6 | 94* | 95* | -0.4 | 0.0 | 2.0 | -45 | -32
c1csc(C2CCCN2c2nc3nonc3nc2NC2CC2)n1 (configuration not stated) | 4 | 0.6 | 2 | 0 | -0.3 | 0.0 | -0.1 | -9 | 12
CC12CN3CCN(CC(C3)/C1=N\NC(=O)Nc1cccc(Cl)c1)C2 | -3 | 0.2 | 2 | 7 | 0.0 | 0.3 | -0.6 | -18 | -16
COc1ccccc1C(=O)NCC(=O)NC1CCCc2ccccc21 (configuration not stated) | 3 | 0.1 | 0 | 6 | -0.8 | -0.4 | -0.1 | -17 | -1
O=C(O)CC(C(=O)OCC1CCCO1)N1CCOCC1 (configuration not stated) | -20 | 1.3 | 2 | 0 | 0.3 | 0.7 | -0.1 | -13 | 3
O=C(O)CSCc1c(F)cccc1Cl | -25 | 0.6 | -4 | -3 | 1.7 | 1.6 | 0.0 | -2 | 34
C[n+]1cnn2c1SCC1(COC1)C2 | -8 | 0.7 | -3 | -3 | -1.2 | 0.2 | 0.4 | -25 | 14
COC(=O)c1ncn(C2OC(COC(C)=O)C(OC(C)=O)C2OC(C)=O)n1 (configuration not stated) | -2 | 1.3 | 1 | 7 | -0.7 | 0.9 | 0.2 | -5 | 38
CC(C)c1ccc2c(c1)C(=O)NC(C)(C)C2 | -9 | 0.2 | 0 | 1 | -0.1 | 0.1 | -0.3 | -30 | 3
COc1ccc(N2CCN(C(=O)CSc3nc4c(c(=O)n(C)c(=O)n4C)n3C(C)C)CC2)cc1 | -7 | -0.1 | -1 | 0 | 0.4 | -0.8 | -0.2 | -12 | -7
Cc1cc(Cl)cc(C)c1OCCCCN1CCOCC1 | -5 | 0.4 | 2 | 6 | 1.2 | 0.1 | 7.2 | 8 | 2
COc1ccc(CCc2nnc(CCC(=O)N(C)Cc3ccncc3C)o2)cc1 | -18 | 1.1 | -3 | 2 | 0.9 | -0.5 | 3.2 | -8 | -4
Cc1ccc(S(=O)(=O)N(C)c2cc(S(N)(=O)=O)c(C)cc2C)cc1 | 4 | 2.4 | 0 | 6 | -0.9 | 1.3 | 4.0 | -18 | 2
O=C(Nc1cccs1)Nc1ccc(Br)cc1F | -9 | 3.5 | 1 | 10 | 1.5 | 0.6 | 7.8 | 1 | -37
Cc1c(C(=O)NCc2ccccc2)c(-c2ccccc2)nn1-c1ccccc1 | -10 | -0.4 | 0 | 2 | -0.7 | -2.0 | -0.7 | 3 | 2
O=C(c1nc(-c2ccccc2)n(-c2ccccc2)n1)N1CCN(S(=O)(=O)c2ccccc2)CC1 | 3 | 0.5 | -3 | 0 | -3.8 | 0.0 | 1.8 | -44 | -48
CCCCOC(=O)c1ccc(NC(=O)Nc2ccc(OC)c(OC)c2)cc1 | -2 | 1.1 | -4 | 2 | -1.9 | -0.8 | 1.7 | -49 | -15
CCOCCCNS(=O)(=O)c1ccc(NC(=O)Cc2c(F)cccc2Cl)cc1 | 0 | 0.1 | -1 | 6 | -1.1 | 0.9 | 0.0 | 13 | 14
O=C(Cc1ccc(Cl)cc1)Nc1ccc2oc(=O)ccc2c1 | -3 | -0.1 | 5 | -6 | -0.6 | -0.5 | 1.7 | -45 | -22
Cc1ccc(CNC(=O)C23CN(Cc4ccccc4)CC2C(c2ccc([N+](=O)[O-])cc2)=NO3)cc1 (configuration not stated) | -8 | -0.7 | 8 | 13 | -0.2 | -1.2 | -1.2 | 11 | 20
Cc1ccc2cccc(SCC(=O)NCC#N)c2n1 | -2 | 0.9 | -4 | 0 | 0.6 | 1.1 | -0.5 | -171 | 20
Oc1ccccc1Cn1c(-c2ccccc2O)nc2ccccc21 | 10 | 0.0 | -3 | 2 | 3.0 | 0.5 | 8.8 | -22 | 41
Cc1sc2ncn(CC(=O)NCc3ccco3)c(=O)c2c1-c1ccc(F)cc1 | -6 | 0.1 | 0 | 3 | 0.7 | -0.7 | 2.0 | -74 | 11
CC(=O)n1cc([C@H]2C=C(C(=O)N3CCN(Cc4ccc5c(c4)OCO5)CC3)O[C@@H](OCCCCO)C2)c2ccccc21 | 13 | 0.1 | 1 | 1 | -1.6 | 1.1 | 0.5 | -47 | -7
Cc1ccc(C(=O)C2C(c3cccs3)NC(=O)NC2(O)C(F)(F)F)cc1 (configuration not stated) | 4 | -0.3 | 2 | 0 | 0.3 | -0.2 | 1.3 | 21 | 20
COCCOc1nc2c(c(=O)n(C)c(=O)n2C)n1CCc1ccccc1 | -7 | 1.1 | -1 | 6 | 1.0 | -0.4 | 3.2 | 25 | 15&-17
FC(F)(F)c1cccc(-c2nn[nH]n2)c1 | 20 | 1.1 | 0 | 2 | -2.3 | -0.1 | 1.4 | -10 | 44
CCCCN(CCCC)S(=O)(=O)c1c(C)[nH]c(=O)[nH]c1=O | -19 | 0.9 | -5 | 0 | 0.8 | 0.0 | -0.2 | -8 | 11
CC1CCCC(C)N1C(=O)Cn1cc(/C=C2/C(=O)Nc3ccccc32)c2ccccc21 (configuration not stated) | -8 | -1.0 | -2 | 5 | 1.2 | -1.4 | -1.7 | -143 | -10
O=C1C2ON(c3ccc(Cl)cc3)C(c3ccco3)C2C(=O)N1c1ccccc1 (configuration not stated) | 2 | 0.5 | -1 | 4 | -1.2 | 0.9 | 1.1 | -18 | 8
COc1cc(NS(=O)(=O)c2ccc(Br)s2)cc(OC)c1 | -13 | -0.5 | -2 | 8 | 2.2 | 0.1 | -1.1 | 24 | 10
C[C@@H]1CCC[C@H](C)N1Cc1nc(Cc2ccccc2Cl)no1 | -10 | 0.9 | -2 | 1 | -0.8 | 1.9 | -0.1 | 43 | -37

A second format for some results above.
mol: Cc1sc2ncn(CC(=O)NCc3ccco3)c(=O)c2c1-c1ccc(F)cc1
  S1P4 antag: -6	TRPML3 agonist: 0.1	Ba/F3 V617F tox: 0	BaF3 tox: 3	S1P4 ag: 0.7	PERK inhibitor: -0.7	zfTRPN1 agonist: 2.0	m-calpain inh: -74	EP2 modulator: 11

mol: Cc1ccc(C(=O)C2C(c3cccs3)NC(=O)NC2(O)C(F)(F)F)cc1 (configuration not stated)
  S1P4 antag: 4	TRPML3 agonist: -0.3	Ba/F3 V617F tox: 2	BaF3 tox: 0	S1P4 ag: 0.3	PERK inhibitor: -0.2	zfTRPN1 agonist: 1.3	m-calpain inh: 21	EP2 modulator: 20

mol: CCCCN(CCCC)S(=O)(=O)c1c(C)[nH]c(=O)[nH]c1=O
  S1P4 antag: -19	TRPML3 agonist: 0.9	Ba/F3 V617F tox: -5	BaF3 tox: 0	S1P4 ag: 0.8	PERK inhibitor: 0.0	zfTRPN1 agonist: -0.2	m-calpain inh: -8	EP2 modulator: 11

Random draw from the library (roughly 3.6% active in at least one column).
